ABCB6 inh MLPCN = ABCB6 transporter inhibitors, primary screen, K562-ABCB6 cells, flow cytometry, MLPCN library; fluorescence ratio to DMSO, % at 10 µM; K562-ABCB6 porphyrin accumulation, 1 h; active compounds read low; AID 602162, 2011; 360,000 tested, 0.19% active; ATP-binding cassette sub-family B member 6 (Homo sapiens), Q9NP58;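 active = fluorescence ratio to DMSO below 75%, the collection mean minus 3 SD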;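 note: signal is porphyrin accumulated inside mitochondria; 100% equals median channel fluorescence of DMSO control wells; lower ratio means ABCB6 inhibition with less porphyrin fluorescence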
SRC2 inh = inhibition of GAL4-SRC2 driven luciferase reporter, primary screen, SRC2 inhibitor project, cell-based, luminescence; HEK293 GAL4-SRC2 luciferase reporter; Nuclear receptor coactivator 2 (Homo sapiens), Q15596; 370,000 tested, 0.17% active; AID 651957, 2012; inhibition, % at 9 µM;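 active = inhibition above the mean inhibition of all tested compounds plus 3 SD, set per campaign, cut at about 52% in these data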;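 note: 0% = DMSO treated cells and 100% = cells given Gossypol at 36 µM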
m5-HT2A agonist = mouse Htr2a agonists via beta-arrestin recruitment, primary screen, cell-based, luminescence | 5-hydroxytryptamine receptor 2A (Mus musculus), P35363 | CHO-K1 mHTR2A beta-arrestin complementation; percent of 30 µM serotonin response | activation, % at 7.6 µM | 360,000 tested, 0.66% active;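 active = activation above a run cutoff, the mean activation of all tested compounds plus 3 SD, cut at about 14% in these data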;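 note: 0% = plate median of compound wells and 100% = 30 µM serotonin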
TLR9-MyD88 block = inhibitors of TLR9-MyD88 association in cells, primary screen, cell-based, CHO, BLA complementation, fluorescence; Toll-like receptor 9 (Homo sapiens) + Myeloid differentiation primary response protein …; CCF4 FRET ratio; inhibition, % at 4.98 µM; 340,000 tested, 0.21% active;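 active = inhibition above the mean over all tested compounds plus 3 SD, cut at about 21% in these data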;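 note: 0% = DMSO only wells and 100% = clavulanate BLA inhibitor control wells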
NOD2-RIPK2 inh = NOD2-RIPK2 binding disruptors in cells, primary screen, fluorescence, CHO cells, BLA complementation. CCF4 ratio. inhibition, % at 4.98 µM. 360,000 tested, 0.38% active. AID 624267, 2012; in the data active = inhibition above about 21%;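 note: 0% = vehicle only and 100% = reference blocker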
Target sequence (O43353 whole entry, looked up): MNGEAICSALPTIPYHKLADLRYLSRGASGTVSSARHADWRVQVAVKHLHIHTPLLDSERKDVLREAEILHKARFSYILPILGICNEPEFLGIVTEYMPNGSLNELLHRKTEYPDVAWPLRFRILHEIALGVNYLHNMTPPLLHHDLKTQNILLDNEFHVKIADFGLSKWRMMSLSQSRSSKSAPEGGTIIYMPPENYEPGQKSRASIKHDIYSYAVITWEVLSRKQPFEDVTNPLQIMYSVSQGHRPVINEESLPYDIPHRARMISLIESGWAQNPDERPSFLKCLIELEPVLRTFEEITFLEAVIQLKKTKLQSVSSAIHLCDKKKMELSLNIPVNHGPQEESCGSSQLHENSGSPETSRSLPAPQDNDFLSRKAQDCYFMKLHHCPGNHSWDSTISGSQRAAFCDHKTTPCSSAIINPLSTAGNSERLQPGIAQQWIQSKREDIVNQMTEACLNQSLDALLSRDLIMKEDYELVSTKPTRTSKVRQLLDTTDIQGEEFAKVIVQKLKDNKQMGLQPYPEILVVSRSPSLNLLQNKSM
N-glyco inh = increase of ERlucT glycosylation luciferase signal, primary screen, N-linked glycosylation inhibitor project, D54 ERlucT cells, luminescence, set 2; D54 ERlucT glycosylation luciferase reporter, 24 h; percent of 100 nM tunicamycin response; reporter increase, % at 12.5 µM; 360,000 tested, 0.23% active; AID 588692, 2011;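 active = mean luciferase reporter signal, scaled so untreated is 0 and the glycosylation-blocking control 100, at or above a set limit in every replicate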;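 note: luciferase carries N-glycosylation sites so blocking glycosylation raises the light; 0% = median of neutral control wells and 100% = median of 100 nM tunicamycin wells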
MC4R antagonist = MC4R antagonists of cAMP signaling, primary screen, cell-based, TR-FRET, antagonist arm of biased-ligand search | Melanocortin receptor 4 (Homo sapiens), P32245 | MC4R-expressing cells, MTII-stimulated cAMP, LANCE TR-FRET | inhibition, % at 6.5 µM | 360,000 tested, 0.48% active | AID 540295, 2011;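 active = inhibition above its plate's cutoff, the mean of tested wells on that plate plus 3 SD, cut at about 29% in these data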;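 note: 0% = Melanotan II alone and 100% = Melanotan II plus saturating MCL0020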
Target sequence (P32245 whole entry, looked up): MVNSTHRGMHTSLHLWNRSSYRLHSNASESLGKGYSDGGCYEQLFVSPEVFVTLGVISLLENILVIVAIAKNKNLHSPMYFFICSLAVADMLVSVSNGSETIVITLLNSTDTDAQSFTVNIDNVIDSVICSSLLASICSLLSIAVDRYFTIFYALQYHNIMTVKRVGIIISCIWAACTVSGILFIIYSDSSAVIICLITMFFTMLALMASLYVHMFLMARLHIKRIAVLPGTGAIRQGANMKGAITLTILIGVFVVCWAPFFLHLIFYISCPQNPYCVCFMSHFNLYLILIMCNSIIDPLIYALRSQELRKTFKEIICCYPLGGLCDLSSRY
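system = U2OS cells with stable human MC4R expression | also added = Melanotan II challenge after compound preincubation | dosing = one concentration, 6.5 µM nominal | incubation = compound 30 min, challenge 1 h, detection 1 h | measured by = TR-FRET with Eu-cAMP and labeled anti-cAMP, 671 nm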
H9c2 protect = cardioprotection against H2O2-induced cell death, primary screen, uHTS, H9c2 cells, ATPLite luminescence; 360,000 tested, 0.63% active; protection from H2O2 cell death, % at 20 µM; AID 588492, 2011; H9c2 cardiomyocytes, H2O2 injury protection, 2 h;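 active = compounds giving at least 50% protection of heart cells from peroxide-induced death in the single-dose screen, raw or plate-pattern-corrected value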;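 note: 0% = DMSO wells with peroxide and 100% = DMSO wells without peroxide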
MC4R barr agon = MC4R agonists recruiting beta-arrestin, primary screen, cell-based, luminescence, agonist arm of biased-ligand search; U2OS MC4R beta-arrestin complementation; percent of melanotan II response, DMSO zero; Melanocortin receptor 4 (Homo sapiens), P32245; activation, % at 8.9 µM; 360,000 tested, 0.98% active;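 active = activation above a per-plate cutoff, the mean activation of sample wells on that plate plus 3 SD, cut at about 8% in these data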
ABHD5-PLIN5 inh = ABHD5-PLIN5 interaction inhibitors, primary screen, cell lysate, split luciferase complementation, luminescence | Split G. princeps luciferase complementation, 4 h | inhibition, % at 4 µM | 360,000 tested, 0.78% active | AID 602281, 2012;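 active = inhibition above the mean inhibition across every tested compound plus 3 SD, cut at about 22% in these data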;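 note: 0% = DMSO only wells and the 100% control is not disclosed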
* marks the source's active call; other numbers are inactive results; . = not tested or not shown. An excerpt; rates above refer to the full screens.

entry	SMILES	ABCB6 inh MLPCN	SRC2 inh	m5-HT2A agonist	TLR9-MyD88 block	NOD2-RIPK2 inh	N-glyco inh	MC4R antagonist	H9c2 protect	MC4R barr agon	ABHD5-PLIN5 inh
1	Cc1cc(NC(=O)CCC(=O)N(CC(=O)NC2CCCC2)c2ccc(Cl)cc2)no1	98	11	5	10	6	3	8	0	-3.7	-10
2	CCN(CC)c1nc(Nc2ccc([N+](=O)[O-])cc2)nc(N(CC)CC)n1	100	4	4	3	-9	-9	13	-6	-1.1	-4
3	CSc1nnc(-c2ccncc2)n1/N=C/c1cn(-c2ccccc2)nc1-c1ccc(Cl)cc1	105	-11	4	-4	2	-4	9	18	4.8	8
4	COc1ccc2cc(CN(Cc3ccco3)Cc3nnnn3C3CCCCC3)c(=O)[nH]c2c1	99	-13	0	-7	-4	-3	-2	13	7.6	-2
5	CC(c1ccccc1)N1CCc2[nH]c(=S)[nH]c(=O)c2C1 (centres undefined)	101	-15	0	0	-1	1	7	-1	-4.0	-3
6	O=C(N/N=C/c1ccc(Br)s1)c1ccco1	100	-65	-3	-8	-14	4	7	-4	0.8	1
7	CC(Oc1ccc2c3c(c(=O)oc2c1)CCC3)C(=O)N[C@@H](Cc1ccccc1)C(=O)O (some centres undefined)	100	7	0	-18	2	-8	6	-2	-1.1	-3
8	NS(=O)(=O)c1ccc(CNC(=O)CCC2CCCCC2)cc1	88	-20	1	-1	-10	2	12	1	-1.6	2
9	CN1CCN(C(=O)/C(=C/c2ccc(F)cc2)NC(=O)c2ccccc2)CC1	100	15	-8	-10	6	-2	-3	-2	-1.9	1
10	Cc1cccc(C)c1OCCNC(=O)CCC(=O)c1ccccc1	99	15	4	-7	-5	2	11	16	-0.8	-4
11	CCCCCNC(=O)c1cc(S(=O)(=O)N2CCCCC2)ccc1F	118	16	-4	-11	-6	-2	2	-10	-0.1	-1
12	COC(=O)C(Cc1c[nH]c2ccccc12)N1CCS(=O)(=O)CC1 (centres undefined)	96	4	0	0	-9	-1	2	-4	-2.4	0
13	O=C(OCCN=C1NS(=O)(=O)c2ccccc21)c1ccncc1	101	-13	-2	-4	-2	-1	2	0	-0.8	-3
14	COc1ccc(Cl)cc1-c1cc(C(=O)NCc2cc(C(F)(F)F)cc(C(F)(F)F)c2)[nH]n1	96	-55	-6	.	-8	-1	10	-14	6.1	-7
15	COc1ccc(S(=O)(=O)N2N=C(c3cccc(NS(C)(=O)=O)c3)CC2c2ccco2)cc1 (centres undefined)	96	-2	-3	-2	4	-5	-2	1	-1.9	4
16	COc1ccc(S(=O)(=O)N(CC(=O)NCc2cccnc2)Cc2ccccc2)cc1	96	10	2	-2	-16	2	3	7	1.4	-1
17	CC(C)(C)C1=C(C#N)C(c2cc3c(cc2Br)OCO3)C(C#N)=C(N)O1 (centres undefined)	96	-3	0	-1	-14	4	2	1	0.4	0
18	Cc1cccc(C(=O)OCC(=O)c2cccc(Br)c2)c1O	96	-38	5	0	-7	1	-1	-7	-0.1	-2
19	CC1(C)OC(=O)C2=C(C[C@@H](C3CCCCC3)O[C@H]2c2ccc(F)cc2)O1	93	-13	3	.	-4	-3	.	-5	.	-3
20	COc1ccc(Cl)cc1NC(=O)COC(=O)C1CC1	100	-2	1	2	3	2	1	5	-0.7	5
21	COc1ccc(S(=O)(=O)Oc2ccc3ccccc3c2)cc1	92	-30	2	1	-7	3	-2	-13	-0.1	-7
22	CN(C)/C=C1\C(=O)N(C)N=C1C(F)(F)F	101	-19	-2	9	-7	0	17	5	-1.1	-1
23	CON(C)c1nc(OCCNC(=O)OCc2ccc(Cl)cc2C)nc(N(C)C)n1	99	5	1	1	-5	0	0	-1	-0.5	4
24	COc1cc(CNc2ncn[nH]2)ccc1OCc1cccc(C)c1	91	-49	-1	-3	-13	1	8	2	-1.5	-1
25	Cc1cc(C)n(CC(=O)NCc2ccccc2)c(=O)c1C#N	101	-59	4	-8	-12	1	4	2	-0.9	6
26	Cc1ccc(OCc2ccoc2C(=O)O)cc1C	107	4	-2	5	0	4	6	-3	-0.7	2
27	CCC(=O)c1cn(CC(=O)O)c2ccccc12	102	-15	4	3	1	2	1	0	1.7	0
28	C=CCNC(=O)c1ccc2c3n(nc2c1)-c1ccc(Cl)cc1CO3	101	-82	-10	-10	3	2	-1	-6	-0.4	-1
29	CC(=O)OC1(C(C)=O)CCC2C3CC(C(F)(F)F)C4=CC(=O)CCC4(C)C3CCC21C (centres undefined)	98	-11	-4	-7	6	7	7	-3	-0.8	3
30	CC(C)c1ccc(NC(=O)c2ccc3c(c2)C(=O)N(Cc2cccnc2)C3=O)cc1	88	-9	-1	0	-11	1	10	-16	3.9	-4
31	CCNC(=O)N(CC)C[C@H]1N[C@@](Cc2ccccc2)(C(=O)OC)[C@H]2C(=O)N(C)C(=O)[C@@H]12	96	9	-1	-1	4	2	3	5	-0.7	3
32	Clc1ccc(Cl)c(OCCN2CCCC2)c1	49*	14	-3	-2	5	2	11	-3	-2.8	6
33	Cc1nc2cc3sc(C)nc3cc2s1	97	-27	0	0	-6	3	6	-5	-0.4	-3
34	O=C(CSc1nnc(CNC(=O)c2cccs2)o1)c1ccccc1	93	-8	3	0	8	-1	4	-4	0.3	-9
35	CCCCN(CC)C(=O)CSc1nc2n[nH]c(C)c2c(=N)n1-c1cccc(C)c1	100	-4	2	12	-7	4	12	21	1.6	3
36	O=C(NC(=S)Nc1ccccc1Br)c1cccnc1	94	-28	-3	6	-10	0	10	0	-2.4	-1
37	CCCNC(=O)c1ccc(COc2ccc(C)cc2)o1	100	-10	-1	0	2	-2	14	3	-1.2	1
38	COc1ccc(NC(=O)CC(C)c2ccccc2)c([N+](=O)[O-])c1 (centres undefined)	103	-2	4	-7	1	0	1	2	-0.3	-3
39	Cc1ccc(S(=O)(=O)N(C)c2ccc(C(=O)NCc3ccccc3F)cc2)cc1	101	-20	-3	-1	3	-5	4	0	-0.9	-15
40	Cc1sc(NC(=O)c2cccc([N+](=O)[O-])c2)c(C(N)=O)c1-c1ccc(C(C)(C)C)cc1	100	3	-3	0	-3	-2	-3	-13	-0.9	0
41	CCOC(=O)Cn1nnnc1C(CC)N(Cc1cccs1)Cc1cc2cc(C)ccc2[nH]c1=O (centres undefined)	100	-2	4	1	14	3	11	2	-1.1	-2
42	CCOc1nc(NCCO)nc(Nc2ccccc2F)n1	93	-41	0	9	-8	0	5	-3	-1.7	-4
43	Cc1ccc(NS(=O)(=O)c2cccc(C(=O)N3CCN(c4ncccn4)CC3)c2)cc1	98	1	11	1	15	-3	14	0	-1.0	0
44	Cc1ccc(C(=O)N2CCC(C(=O)Nc3cccc([N+](=O)[O-])c3)CC2)cc1	108	3	-10	-2	-7	20	10	0	-1.6	0
45	COc1ccc(-n2nnnc2-c2nc3ccccc3s2)cc1	98	-60	-1	-1	-1	-14	7	-18	9.5*	0
46	COc1ccc(/C=C(\NC(=O)c2ccccc2)C(=O)NC2CCS(=O)(=O)C2)cc1 (centres undefined)	98	20	8	-9	-2	1	0	-3	-1.2	-2
47	CC(=O)c1cccc(CN2CCCC(C(=O)c3ccc4c(c3)OCO4)C2)c1 (centres undefined)	104	32	-3	-2	4	0	4	7	1.7	2
48	NC(Cc1ccc(C(F)(F)F)cc1)c1csc(Nc2ncccn2)n1 (centres undefined)	100	22	-1	.	7	1	7	15	1.5	1
49	COc1cccc(NC(=O)C(NCCc2ccc(S(N)(=O)=O)cc2)c2ccccc2)c1 (centres undefined)	92	-7	-8	-1	-4	-2	1	0	0.7	6
50	Cc1cccc(Cn2nc(C)cc2NC(=O)Cn2cc([N+](=O)[O-])cn2)c1	99	-1	-2	-5	1	1	5	-3	0.6	0
51	O=C(C[n+]1ccc(C(=O)NCc2ccccc2)cc1)c1ccc(Cl)cc1	95	-12	-7	4	-5	-1	-4	7	1.5	7

Full records as entered above. Order of values: ABCB6 inh MLPCN	SRC2 inh	m5-HT2A agonist	TLR9-MyD88 block	NOD2-RIPK2 inh	N-glyco inh	MC4R antagonist	H9c2 protect	MC4R barr agon	ABHD5-PLIN5 inh
O=C(C[n+]1ccc(C(=O)NCc2ccccc2)cc1)c1ccc(Cl)cc1 reads 95	-12	-7	4	-5	-1	-4	7	1.5	7
COc1ccc(-n2nnnc2-c2nc3ccccc3s2)cc1 reads 98	-60	-1	-1	-1	-14	7	-18	9.5*	0

Entries shown so far that contain fluorine (nine):
entry	SMILES	ABCB6 inh MLPCN	SRC2 inh	m5-HT2A agonist	TLR9-MyD88 block	NOD2-RIPK2 inh	N-glyco inh	MC4R antagonist	H9c2 protect	MC4R barr agon	ABHD5-PLIN5 inh
9	CN1CCN(C(=O)/C(=C/c2ccc(F)cc2)NC(=O)c2ccccc2)CC1	100	15	-8	-10	6	-2	-3	-2	-1.9	1
11	CCCCCNC(=O)c1cc(S(=O)(=O)N2CCCCC2)ccc1F	118	16	-4	-11	-6	-2	2	-10	-0.1	-1
14	COc1ccc(Cl)cc1-c1cc(C(=O)NCc2cc(C(F)(F)F)cc(C(F)(F)F)c2)[nH]n1	96	-55	-6	.	-8	-1	10	-14	6.1	-7
19	CC1(C)OC(=O)C2=C(C[C@@H](C3CCCCC3)O[C@H]2c2ccc(F)cc2)O1	93	-13	3	.	-4	-3	.	-5	.	-3
22	CN(C)/C=C1\C(=O)N(C)N=C1C(F)(F)F	101	-19	-2	9	-7	0	17	5	-1.1	-1
29	CC(=O)OC1(C(C)=O)CCC2C3CC(C(F)(F)F)C4=CC(=O)CCC4(C)C3CCC21C (centres undefined)	98	-11	-4	-7	6	7	7	-3	-0.8	3
39	Cc1ccc(S(=O)(=O)N(C)c2ccc(C(=O)NCc3ccccc3F)cc2)cc1	101	-20	-3	-1	3	-5	4	0	-0.9	-15
42	CCOc1nc(NCCO)nc(Nc2ccccc2F)n1	93	-41	0	9	-8	0	5	-3	-1.7	-4
48	NC(Cc1ccc(C(F)(F)F)cc1)c1csc(Nc2ncccn2)n1 (centres undefined)	100	22	-1	.	7	1	7	15	1.5	1

Screens deposited in PubChem BioAssay by several laboratories.
